GLD-1 TGE inh – GLD-1/TGE RNA complex disruptors, primary screen, biochemical, fluorescence polarization. actives 0.44% (n = 320,000). inhibition, % at 5.96 µM. purified GLD-1 + fluorescein TGE RNA. Female germline-specific tumor suppressor gld-1 (Caenorhabditis elegans), Q17339;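 active means percent inhibition above a per-plate cutoff, the plate mean of test compounds plus 3 SD, cut at about 30% in these data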;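 further: 0% = DMSO wells with GLD-1 and probe and 100% = wells lacking GLD-1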
AHR act – AHR activators, primary screen, cell-based, luminescence, luciferase reporter, human | activation, % at 5 µM | actives 2.5% (n = 320,000) | Aryl hydrocarbon receptor (Homo sapiens), P35869 | AHR-responsive luciferase reporter cells; in the data active means activation above about 47%;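 further: 0% = vehicle wells and 100% = reference agonist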
Bcl-xL primary – inhibitors of human Bcl-xL, primary screen, biochemical, fluorescence polarization, HTS; Bcl-2-like protein 1 (Homo sapiens), Q07817; GST-Bcl-xL / FITC-Bim BH3 peptide fluorescence polarization; inhibition, % at 10.9 µM; actives 0.7% (n = 320,000); AID 2129, 2009;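 active means inhibition above the mean of all tested compounds plus 3 SD, cutoff set per campaign, cut at about 30% in these data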;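 further: 0% = DMSO wells and 100% = unlabeled Bim-BH3 peptide competitor; inhibitors lower millipolarization by displacing the labeled peptide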
Target sequence (Q07817 whole entry, looked up): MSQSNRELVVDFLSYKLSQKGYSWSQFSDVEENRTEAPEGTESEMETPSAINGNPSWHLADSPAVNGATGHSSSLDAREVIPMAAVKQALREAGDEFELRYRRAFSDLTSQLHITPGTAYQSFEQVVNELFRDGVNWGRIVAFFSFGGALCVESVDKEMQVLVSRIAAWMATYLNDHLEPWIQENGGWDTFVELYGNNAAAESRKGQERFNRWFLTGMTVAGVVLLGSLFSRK
Fam108B counter – mouse Fam108B serine hydrolase inhibitors, primary screen, counter-screen for RBBP9 inhibitor project, biochemical, fluorescence polarization; recombinant Fam108B, FP-Rh probe fluorescence polarization; inhibition, % at 9.51 µM; actives 0.33% (n = 300,000); AID 1947, 2009;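 active means inhibition above the screen mean inhibition plus 3 SD, computed separately per campaign, cut at about 18% in these data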;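 further: inhibitors lower polarization as less probe binds the enzyme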
pPAFAH FP inh – pPAFAH enzyme inhibitors, primary screen, biochemical, fluorescence polarization, human; Platelet-activating factor acetylhydrolase (Homo sapiens), Q13093; recombinant pPAFAH, FP-rhodamine probe fluorescence polarization; inhibition, % at 3.39 µM; actives 1.5% (n = 330,000);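 active means inhibition above the mean inhibition across the screen plus 3 SD, cut at about 25% in these data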;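 further: inhibitors block binding of the rhodamine activity-based probe so polarization drops; 0% = enzyme with DMSO and 100% = wells lacking pPAFAH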
Target sequence (Q13093 whole entry, looked up): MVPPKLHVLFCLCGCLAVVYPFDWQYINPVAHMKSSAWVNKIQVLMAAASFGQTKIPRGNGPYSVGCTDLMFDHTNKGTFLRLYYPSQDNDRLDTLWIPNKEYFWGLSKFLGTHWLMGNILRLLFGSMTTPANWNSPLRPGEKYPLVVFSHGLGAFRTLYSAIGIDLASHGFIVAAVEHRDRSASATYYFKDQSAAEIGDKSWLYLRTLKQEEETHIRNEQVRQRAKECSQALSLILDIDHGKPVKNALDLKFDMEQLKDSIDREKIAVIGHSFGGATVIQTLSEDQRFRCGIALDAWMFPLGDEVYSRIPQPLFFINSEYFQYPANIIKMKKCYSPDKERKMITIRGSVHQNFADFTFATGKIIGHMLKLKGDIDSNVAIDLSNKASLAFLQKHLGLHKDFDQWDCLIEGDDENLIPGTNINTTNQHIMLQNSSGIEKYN
PME-1 inh – PME-1 inhibitors via competitive probe labeling, primary screen, biochemical, fluorescence polarization, FP-Rh probe, HTS | inhibition, % at 5.9 µM | AID 2130, 2009 | actives 0.53% (n = 320,000) | recombinant PME-1;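 active means inhibition above the campaign mean of all compounds plus 3 SD, cut at about 26% in these data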;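 further: competitive labeling of PME-1 active site by serine hydrolase directed probe; 0% = PME-1 with DMSO and 100% = wells lacking PME-1 enzyme; inhibitors block probe labeling so polarization falls and inhibition rises; many of its hits are not listed in these tables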
MEX-5 binding – MEX-5 zinc finger RNA-binding disruptors – biochemical, C. elegans, fluorescence polarization, MLPCN library, primary screen | Zinc finger protein mex-5 (Caenorhabditis elegans), Q9XUB2 | MEX-5/FITC-TCR2 RNA binding; stronger effect = lower value | activity score (negative = inhibition of binding), % at 10 µM | actives 0.38% (n = 300,000) | AID 1832, 2009;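 active means inhibition past about -25% in most replicates, and total fluorescence under double the plate's negative control median, limit read from the data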;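 further: 0% = DMSO and -100% = 5 µM competing unlabeled TCR2 RNA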
PAFAH1B2 inh – PAFAH1B2 enzyme inhibitors, primary screen, biochemical, fluorescence polarization, human; actives 1.2% (n = 340,000); Platelet-activating factor acetylhydrolase IB subunit alpha2 (Homo sapiens), P68402; recombinant PAFAH1B2, FP-rhodamine activity probe; inhibition, % at 3.39 µM;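 active means inhibition above the mean of all tested compounds plus 3 SD, cut at about 24% in these data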;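 further: 0% = enzyme with DMSO and 100% = wells lacking PAFAH1B2; many of its hits are not listed in these tables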
Target sequence (P68402 whole entry, looked up): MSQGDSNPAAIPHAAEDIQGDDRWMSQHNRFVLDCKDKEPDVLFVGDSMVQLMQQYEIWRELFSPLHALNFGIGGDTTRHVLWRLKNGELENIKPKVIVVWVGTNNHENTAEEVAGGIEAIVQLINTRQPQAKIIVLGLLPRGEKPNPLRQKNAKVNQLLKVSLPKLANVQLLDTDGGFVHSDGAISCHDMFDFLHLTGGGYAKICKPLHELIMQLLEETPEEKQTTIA
MCL1 BIM primary – inhibitors of MCL1 binding to BIM-BH3, primary screen, biochemical, fluorescence polarization. GST-MCL1 / FITC-Bim-BH3 fluorescence polarization. actives 0.68% (n = 320,000). AID 2057, 2009. inhibition, % at 10.9 µM;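 active means inhibition above the mean inhibition of all tested compounds plus 3 SD, set per campaign, cut at about 40% in these data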;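 further: 0% = DMSO wells and 100% = unlabeled Bim-BH3 peptide control; higher means more loss of mP so more displacement of Bim peptide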
* = called active by the depositor; . = no result given. An excerpt; rates above refer to the full screens.

nr	molecule	GLD-1 TGE inh	AHR act	Bcl-xL primary	Fam108B counter	pPAFAH FP inh	PME-1 inh	MEX-5 binding	PAFAH1B2 inh	MCL1 BIM primary
1	COc1ccc(OC)c(CN2CCC(C(=O)N3CCOCC3)CC2)c1	4	0	4	-2	-3	0	0.3	1	4
2	CCC(C)c1ccc(NC(=S)NCc2cccs2)cc1 (stereo unspecified)	0	10	-2	-5	1	-3	1.5	0	-3
3	COc1cccc(/C=C2\SC(=S)N(N3CCOCC3)C2=O)c1OC	6	10	0	-2	16	-3	.	4	2
4	Cc1ccc(C(=O)NC(=S)NNC(=O)CC#N)cc1	5	6	5	-1	-1	5	-0.6	-2	15
5	O=S(=O)(c1ccc(F)c(Cl)c1)N1CCCC1	2	-2	0	-1	2	1	0.4	-4	0
6	O=C(COC(=O)c1ccccc1O)Nc1ccc(N2CCOCC2)cc1	5	-1	1	.	3	1	.	-2	2
7	CCC1(c2ccc(F)cc2)NC(=O)N(CC(=O)N2c3ccccc3NC(=O)CC2C)C1=O (stereo unspecified)	3	1	-7	.	2	5	.	3	-7
8	COc1ccc2nc3oc(C(=O)N4CCCCC4)cc3cc2c1	-2	13	-1	3	11	-2	-0.4	4	10
9	Cc1ncoc1C(=O)Nc1ccc(Oc2ccccc2)cc1	5	7	2	5	10	-5	-0.2	5	-5
10	CCCC1CC(C(=O)Nc2ccccc2)C(=O)O1 (stereo unspecified)	-1	-3	1	2	0	4	1.2	5	9
11	CS(=O)(=O)N1CCN(C(=O)CCc2ccccc2)CC1	3	-1	4	-5	3	0	-0.6	-3	7
12	CC(=O)Nc1ccc(NC(=O)c2cc(-c3ccc(C)c(C)c3O)n[nH]2)cc1	-1	1	-2	-20	-7	-49	-0.8	7	-4
13	Cc1cc(C)nc(Nc2nc3ccccc3o2)n1	-7	26	0	2	-2	3	1.0	2	4
14	C(=N\N1CCN(c2ccccn2)CC1)/c1cccc2ccccc12	-1	-2	3	2	12	4	3.7	7	-1
15	O=C(O)C1CC=CCC1C(=O)Nc1cccc([N+](=O)[O-])c1 (stereo unspecified)	1	-1	6	2	-2	-3	0.4	3	1
16	Cc1cc(C)c(NC(=O)CSc2nnc(CNC(=O)c3ccccc3F)o2)c(C)c1	-5	13	4	-1	8	-2	.	3	4
17	Cc1ccc2nsnc2c1NC(=O)c1ccc2c(c1)OCCO2	5	0	3	0	3	6	-2.7	1	4
18	Cn1nnnc1SCC(=O)Nc1ccccn1	6	0	0	1	-2	1	-2.3	0	-8
19	CCCCCCCCOc1ccc(C2OC34CCCCC3C(C#N)(C#N)C2(C#N)C(=N)O4)cc1 (stereo unspecified)	107*	8	157*	19*	30*	20	-87*	27*	180*
20	CCN(CC(=O)Nc1cc(Cl)ccc1C)C(=O)CCS(=O)(=O)c1ccc(C)cc1	1	-1	-6	-2	4	0	1.6	1	-17
21	Cc1ccc(NC(=O)CNC(=O)COc2ccccc2)nc1	-1	35	6	-3	-2	3	-5.4	3	6
22	O=C(O)CCC(=O)N(Cc1ccco1)c1nc(-c2ccccc2)cs1	1	1	9	-1	4	-10	0.4	4	9
23	O=C(NCC1CCCO1)c1ccc2c(c1)N(Cc1ccc(F)cc1Cl)C(=O)CS2 (stereo unspecified)	9	5	4	1	11	10	3.1	3	2
24	Cc1ccnc(NC(=O)C2CCN(S(=O)(=O)c3cccc4nsnc34)CC2)c1	-9	-11	7	1	4	7	-0.8	2	7
25	CC(C)(C)NC(=O)CCCCCCCC(=O)NC(C)(C)C	7	4	5	2	0	-1	0.5	0	5
26	CC(C)(C)C(=O)Nc1ccc(C(=O)N/N=C/c2ccccc2OC(=O)c2ccccc2)cc1	5	4	6	-24	0	-36	1.5	-1	6
27	CC(=O)CSc1nnc(-c2ccncc2)n1C	2	3	4	-4	8	5	0.6	6	7
28	CCN(c1ccccc1)S(=O)(=O)c1cc(C(=O)Oc2ccc3c(C)cc(=O)oc3c2)ccc1C	-3	-2	1	-6	8	-11	0.6	8	-10
29	Cc1ccc(S(=O)(=O)Nc2cccc(/C=C/C(=O)O)c2)cc1	-1	1	5	1	-1	0	0.5	15	7
30	CS(=O)(=O)Oc1ccc2c(c1)O/C(=C\c1cccnc1)C2=O	10	2	16	-3	6	3	0.6	13	12
31	C/C(CC(C)C)=N\Nc1ccc(S(N)(=O)=O)cc1[N+](=O)[O-]	4	3	8	5	6	6	0.3	0	8
32	COc1cccc(/C=N/NC(N)=S)c1OS(=O)(=O)c1ccccc1	-3	17	-2	-4	-2	2	.	2	1
33	CC(C)N(C(=O)Cn1cc(SCC(=O)NCC2CCCO2)c2ccccc21)C(C)C (stereo unspecified)	6	2	5	2	1	-1	-0.9	4	8
34	COc1ccccc1OCCCCCCN1CCOCC1	4	2	5	0	3	-1	0.0	-3	6
35	Cc1cccc(NC(=S)NC(=O)C(c2ccccc2)c2ccccc2)n1	-10	5	3	5	2	3	0.8	4	3
36	Cc1ccc(NC(=O)[C@H](Cc2ccccc2)NC(=O)C2CCNCC2)cc1	8	0	-1	-2	0	-4	4.4	0	-4
37	O=C(NCc1ccccc1)C1=C[C@H](c2ccccc2)C[C@H](OCc2ccc(CO)cc2)O1	-7	0	2	-4	-9	-9	-2.4	-4	4
38	Brc1ccc(-c2csc(N/N=C/c3ccc4c(c3)OCO4)n2)cc1	-1	58*	-1	15	-6	16	0.7	0	1
39	O=C(O)C1CCCCC1C(=O)Nc1ccccc1F (stereo unspecified)	-2	-1	-3	4	6	-1	2.8	3	-7
40	CCOC(=O)c1cnc2ccc(C(=O)OC)cc2c1Nc1cccc(C(=O)O)c1	4	-2	3	1	7	0	2.6	2	6
41	COc1ccc(CC(=O)Nc2nc(-c3ccc(F)c(F)c3)cs2)cc1OC	3	-7	4	-7	-2	-30	1.2	4	4
42	COc1ccc(C(C)(C)C)cc1NC(=O)COc1ccc(-c2nnco2)cc1	2	0	.	.	0	.	.	1	.
43	CN(C(=O)CN1C(=O)CCSc2ccc(S(=O)(=O)N3CCCC3)cc21)c1ccccc1	-11	-2	1	1	4	5	0.1	-3	3
44	Cc1cs/c(=N/C(=S)Nc2ccccc2)n1C	0	20	4	3	2	8	-1.5	-2	3
45	CC(C)C(C(=O)NC1CCCC1)N(Cc1ccco1)C(=O)CNS(=O)(=O)c1ccccc1 (stereo unspecified)	-1	-4	6	1	3	2	1.5	3	0
46	O=C(c1ccc(S(=O)(=O)Nc2ccc(F)cc2)cc1)N1CCN(c2ccccn2)CC1	0	17	3	3	19	2	0.5	4	-1
47	Cc1ccc(S(=O)(=O)N2CCN(S(=O)(=O)N3CCOCC3)CC2)cc1	7	0	4	-2	-5	-1	2.1	3	-4
48	O=C(NC1CC1)C1CCN(C2CCN(Cc3ccccc3C(F)(F)F)CC2)CC1	7	1	2	-4	8	0	-4.5	5	-2
49	COc1ccc(CN(C)CC2CCCN(CCc3ccc(Cl)cc3)C2)cc1OC (stereo unspecified)	5	2	5	0	1	-5	1.1	7	10
50	Cc1ccc(-c2csc(NC(CO)c3nc4ccccc4n3CCOCCO)n2)cc1 (stereo unspecified)	1	25	-6	3	13	8	0.8	7	0
51	CCN1C(=O)/C(=C2/C=CC=CN2C)OC1=S	-10	-1	4	-1	4	-1	-1.8	7	2
52	Cc1sc2ncn3ncnc3c2c1C	1	8	3	1	4	-2	-0.5	0	4
53	COc1ccc(C2/C(=C(/O)c3ccc4c(c3)CC(C)O4)C(=O)C(=O)N2Cc2ccncc2)cc1 (stereo unspecified)	-1	2	8	0	-4	-3	-4.1	3	-2
54	Cc1ccc(CCNC(=O)C23CN(Cc4ccccc4)CC2C(c2cccc([N+](=O)[O-])c2)=NO3)cc1 (stereo unspecified)	-6	4	1	-1	4	-4	-0.1	16	5
55	CCN(CC(=O)Nc1ccccc1C(F)(F)F)C(=O)C1CSC2(C)CCC(=O)N12 (stereo unspecified)	5	-2	-1	1	4	-6	-1.4	-2	1
56	Cn1c(CN2CCOCC2)nnc1SCc1ccccc1	-2	-1	3	-1	-1	-2	0.0	2	-1

Continuation:
nr	molecule	GLD-1 TGE inh	AHR act	Bcl-xL primary	Fam108B counter	pPAFAH FP inh	PME-1 inh	MEX-5 binding	PAFAH1B2 inh	MCL1 BIM primary
57	CC(C)OCCCNC(=O)NC(=O)c1ccc(Cl)cc1	-4	13	10	-1	6	3	0.4	3	10
58	CCOC(=O)Cn1nc(C)n(-c2ccc(Br)cc2)c1=O	10	19	1	6	2	-10	0.8	-2	2
59	Cc1ccc(C(=O)Nc2ccc(S(=O)(=O)N3CCc4ccccc4C3)cc2)o1	2	-2	3	-26	-29	-39	0.0	-3	8
60	COc1ccc(NC(=O)CNC(=O)Cc2cccc3ccccc23)c(OC)c1	-2	7	3	0	4	4	1.3	3	1
61	COc1ccccc1N1CCN(C(=O)/C=C/c2ccccc2)CC1	0	1	5	5	-2	7	-1.4	2	3

From PubChem
